# TRPV1 agonist: human TRPV1 agonism; Q8NER1; TRPV1-expressing cells, Fluo-8 calcium influx, agonist mode; activation, % at 8.33 µM; actives 0.19% (n = 320,000); in the data active means activation above about 80%; inconclusive means between about 30% and that limit; further: 0% is about no effect
#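 Cells expressing TRPV1 were dye-loaded with Fluo-8 and read kinetically: 10 s baseline, 3 min after compound (agonist portion), then 2 min after EC20 capsaicin (allosteric enhancer portion). Calcium-bound dye fluorescence at 480/520 nm.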
# A-T KAP1 phos: potential ataxia-telangiectasia treatments restoring KAP-1 phosphorylation; actives 0.19% (n = 320,000); Potency, µM (doses to about 57.5 µM), for inactives: top-dose activation, actives largely listed as activators; AID 485349; […] A-T fibroblasts, KAP-1 phosphorylation AlphaLISA; neocarzinostatin DNA damage 30 min before lysis; further: potency means the concentration at half of the fitted maximal effect; % of control where 0% means no effect; nearly all actives have a fitted effect of over 45% in size
#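 hTERT-immortalized A-T patient fibroblasts ([…]), 500 cells/well in OPTI-MEM, 1% FBS, got compounds for 60 min, then NCS for 30 min at 37C. Lysates were then assayed for phospho-KAP-1 by AlphaLISA (anti-pKAP1 donor, anti-KAP1 acceptor beads), 6 hr at 25C.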
# GALK inhibitor: galactokinase (human) inhibition | actives 0.007% (n = 270,000) | P51570 | Potency, µM (highest dose often 57.5 µM), inactives show at the top dose activity change, negative = inhibition, actives largely listed as inhibitors | Purified GALK, Kinase-Glo residual ATP luminescence; further: potency means the concentration at half of the fitted maximal effect; on the % scale 0 is the no-effect control and ±100 the full control effect
#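 Luminescence from leftover ATP (Ultra-Glo luciferase/luciferin) served as read-out after a 1 h room-temperature reaction of 5 nM GALK with 35 uM ATP and 100 uM galactose.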
# KCNH2 WT inh: KCNH2 (human, wildtype) channel inhibition. U2OS, BacMam KCNH2, thallium flux FluxOr; active compounds read low. AID 720551. activity change, % at 1.84 µM. Q12809. actives 0.37% (n = 340,000);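 active means maximum activity change below -70%; inconclusive means maximum activity change between -70% and -50%; inactive means maximum activity change above -50%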; further: on the % scale 0 is the no-effect control and ±100 the full control effect
#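 U2OS cells were transduced with wild-type KCNH2 virus (2.03 x 10^8 / mL) for 4 h at room temperature, then cultured overnight at 37 C. Thallium flux was read with FluxOr dye. Rate constants were normalized to DMSO controls.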
# Coupling enz: counter-screen for Giardia aldolase inhibitors: coupling enzyme system. coupling enzyme system counterscreen, AmpLite Red fluorescence. activity change, negative = inhibition, % at 58.2 µM, hits read low. actives 0.67% (n = 290,000); in the data active means activity change below about -30%; further: on the % scale 0 is the no-effect control and ±100 the full control effect
#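 Fluorescence at 525 nm excitation and 598 nm emission measured inhibition of the coupled detection system without aldolase. Compounds (at 57.5 uM final) were preincubated 10 min at room temperature with coupling enzyme reagent before a 20 min substrate/AmpLite Red step.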
# Integrin act MD: integrin-mediated muscular dystrophy alleviation activation. alpha7betagal myoblasts, beta-gal FDG fluorescence, 48 h. Potency, µM (titrated, usually from 38.3 µM), for inactives: top-dose activation, usual class: activators. actives 0.064% (n = 350,000). AID 624291;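 further: potency means the concentration at half of the fitted maximal effect; 100% = response of the positive control SU9516; nearly all actives have a fitted effect of over 60% in size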
#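 Alpha7betagal+/- myoblasts (passage 13) were plated 16-24 hr, then exposed to compounds (1:260 dilution of DMSO stock) for 48 hours at 37C. After MPER lysis, β-galactosidase reporter activity was read as FDG fluorescence (ex 480/em 540) after 30 minutes.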
# MBNL1-CUG inh: inhibitors of human MBNL1 binding to CUG repeat RNA; actives 0.036% (n = 280,000); Q9NR56; TR-FRET MBNL1-His/biotin-(CUG)12 binding, 665/545 ratio; Potency, µM (highest dose often 57.5 µM), for inactives: at the highest dose activity change, negative = inhibition, actives largely listed as inhibitors; active means well fitted inhibition curve with a large enough effect in the signal ratio, with a control signal flat, not every such curve was filed as active; inconclusive means small, poorly fitted or top-dose-only effect, or effect the other way, or a change in a side signal; inactive means no such curve, though single readings can be large or run the other way; the % refers to the signal ratio; further: potency means the concentration at half of the fitted maximal effect; on the % scale 0 is the no-effect control and ±100 the full control effect
#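 Ratiometric TR-FRET (665 over 545 nm, excitation 340 nm) tracks disruption of MBNL1-His/biotin-(CUG)12 complex after 60 min at room temperature, with compounds at 92 nM to 58 uM final.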
# ASM inhibitor: inhibitors of human secretory acid sphingomyelinase; placental ASM, HMU-PC fluorogenic substrate, 60 min; Potency, µM (series often up to 57.5 µM), without a hit: at the top dose activity change, negative = inhibition, actives largely listed as inhibitors; actives 0.006% (n = 340,000); AID 504937; further: potency means the concentration at half of the fitted maximal effect
#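 HMU-PC0 cleavage (9 uM final) by human placental ASM, 60 min at 37 °C following 10 min compound exposure at RT; stopped at pH 10, fluorescence Ex 386/Em 447 nm.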
# MLL CXXC-DNA inh: MLL CXXC-DNA interaction inhibition. MLL-CXXC / FITC-HOXA9 DNA fluorescence polarization. Potency, µM (doses to about 115 µM), inactives show at the top dose activity change, negative = inhibition, hits mostly inhibitors. actives 0.037% (n = 290,000). AID 2662; active means well fitted inhibition curve with a large enough effect in the polarisation, with a control signal flat, not every such curve was filed as active; inconclusive means small, poorly fitted or top-dose-only effect, or effect the other way, or a change in a side signal; inactive means no such curve, though single readings can be large or run the other way; the % refers to the polarisation; further: potency means the concentration at half of the fitted maximal effect
# Target sequence (Q03164 whole entry, looked up): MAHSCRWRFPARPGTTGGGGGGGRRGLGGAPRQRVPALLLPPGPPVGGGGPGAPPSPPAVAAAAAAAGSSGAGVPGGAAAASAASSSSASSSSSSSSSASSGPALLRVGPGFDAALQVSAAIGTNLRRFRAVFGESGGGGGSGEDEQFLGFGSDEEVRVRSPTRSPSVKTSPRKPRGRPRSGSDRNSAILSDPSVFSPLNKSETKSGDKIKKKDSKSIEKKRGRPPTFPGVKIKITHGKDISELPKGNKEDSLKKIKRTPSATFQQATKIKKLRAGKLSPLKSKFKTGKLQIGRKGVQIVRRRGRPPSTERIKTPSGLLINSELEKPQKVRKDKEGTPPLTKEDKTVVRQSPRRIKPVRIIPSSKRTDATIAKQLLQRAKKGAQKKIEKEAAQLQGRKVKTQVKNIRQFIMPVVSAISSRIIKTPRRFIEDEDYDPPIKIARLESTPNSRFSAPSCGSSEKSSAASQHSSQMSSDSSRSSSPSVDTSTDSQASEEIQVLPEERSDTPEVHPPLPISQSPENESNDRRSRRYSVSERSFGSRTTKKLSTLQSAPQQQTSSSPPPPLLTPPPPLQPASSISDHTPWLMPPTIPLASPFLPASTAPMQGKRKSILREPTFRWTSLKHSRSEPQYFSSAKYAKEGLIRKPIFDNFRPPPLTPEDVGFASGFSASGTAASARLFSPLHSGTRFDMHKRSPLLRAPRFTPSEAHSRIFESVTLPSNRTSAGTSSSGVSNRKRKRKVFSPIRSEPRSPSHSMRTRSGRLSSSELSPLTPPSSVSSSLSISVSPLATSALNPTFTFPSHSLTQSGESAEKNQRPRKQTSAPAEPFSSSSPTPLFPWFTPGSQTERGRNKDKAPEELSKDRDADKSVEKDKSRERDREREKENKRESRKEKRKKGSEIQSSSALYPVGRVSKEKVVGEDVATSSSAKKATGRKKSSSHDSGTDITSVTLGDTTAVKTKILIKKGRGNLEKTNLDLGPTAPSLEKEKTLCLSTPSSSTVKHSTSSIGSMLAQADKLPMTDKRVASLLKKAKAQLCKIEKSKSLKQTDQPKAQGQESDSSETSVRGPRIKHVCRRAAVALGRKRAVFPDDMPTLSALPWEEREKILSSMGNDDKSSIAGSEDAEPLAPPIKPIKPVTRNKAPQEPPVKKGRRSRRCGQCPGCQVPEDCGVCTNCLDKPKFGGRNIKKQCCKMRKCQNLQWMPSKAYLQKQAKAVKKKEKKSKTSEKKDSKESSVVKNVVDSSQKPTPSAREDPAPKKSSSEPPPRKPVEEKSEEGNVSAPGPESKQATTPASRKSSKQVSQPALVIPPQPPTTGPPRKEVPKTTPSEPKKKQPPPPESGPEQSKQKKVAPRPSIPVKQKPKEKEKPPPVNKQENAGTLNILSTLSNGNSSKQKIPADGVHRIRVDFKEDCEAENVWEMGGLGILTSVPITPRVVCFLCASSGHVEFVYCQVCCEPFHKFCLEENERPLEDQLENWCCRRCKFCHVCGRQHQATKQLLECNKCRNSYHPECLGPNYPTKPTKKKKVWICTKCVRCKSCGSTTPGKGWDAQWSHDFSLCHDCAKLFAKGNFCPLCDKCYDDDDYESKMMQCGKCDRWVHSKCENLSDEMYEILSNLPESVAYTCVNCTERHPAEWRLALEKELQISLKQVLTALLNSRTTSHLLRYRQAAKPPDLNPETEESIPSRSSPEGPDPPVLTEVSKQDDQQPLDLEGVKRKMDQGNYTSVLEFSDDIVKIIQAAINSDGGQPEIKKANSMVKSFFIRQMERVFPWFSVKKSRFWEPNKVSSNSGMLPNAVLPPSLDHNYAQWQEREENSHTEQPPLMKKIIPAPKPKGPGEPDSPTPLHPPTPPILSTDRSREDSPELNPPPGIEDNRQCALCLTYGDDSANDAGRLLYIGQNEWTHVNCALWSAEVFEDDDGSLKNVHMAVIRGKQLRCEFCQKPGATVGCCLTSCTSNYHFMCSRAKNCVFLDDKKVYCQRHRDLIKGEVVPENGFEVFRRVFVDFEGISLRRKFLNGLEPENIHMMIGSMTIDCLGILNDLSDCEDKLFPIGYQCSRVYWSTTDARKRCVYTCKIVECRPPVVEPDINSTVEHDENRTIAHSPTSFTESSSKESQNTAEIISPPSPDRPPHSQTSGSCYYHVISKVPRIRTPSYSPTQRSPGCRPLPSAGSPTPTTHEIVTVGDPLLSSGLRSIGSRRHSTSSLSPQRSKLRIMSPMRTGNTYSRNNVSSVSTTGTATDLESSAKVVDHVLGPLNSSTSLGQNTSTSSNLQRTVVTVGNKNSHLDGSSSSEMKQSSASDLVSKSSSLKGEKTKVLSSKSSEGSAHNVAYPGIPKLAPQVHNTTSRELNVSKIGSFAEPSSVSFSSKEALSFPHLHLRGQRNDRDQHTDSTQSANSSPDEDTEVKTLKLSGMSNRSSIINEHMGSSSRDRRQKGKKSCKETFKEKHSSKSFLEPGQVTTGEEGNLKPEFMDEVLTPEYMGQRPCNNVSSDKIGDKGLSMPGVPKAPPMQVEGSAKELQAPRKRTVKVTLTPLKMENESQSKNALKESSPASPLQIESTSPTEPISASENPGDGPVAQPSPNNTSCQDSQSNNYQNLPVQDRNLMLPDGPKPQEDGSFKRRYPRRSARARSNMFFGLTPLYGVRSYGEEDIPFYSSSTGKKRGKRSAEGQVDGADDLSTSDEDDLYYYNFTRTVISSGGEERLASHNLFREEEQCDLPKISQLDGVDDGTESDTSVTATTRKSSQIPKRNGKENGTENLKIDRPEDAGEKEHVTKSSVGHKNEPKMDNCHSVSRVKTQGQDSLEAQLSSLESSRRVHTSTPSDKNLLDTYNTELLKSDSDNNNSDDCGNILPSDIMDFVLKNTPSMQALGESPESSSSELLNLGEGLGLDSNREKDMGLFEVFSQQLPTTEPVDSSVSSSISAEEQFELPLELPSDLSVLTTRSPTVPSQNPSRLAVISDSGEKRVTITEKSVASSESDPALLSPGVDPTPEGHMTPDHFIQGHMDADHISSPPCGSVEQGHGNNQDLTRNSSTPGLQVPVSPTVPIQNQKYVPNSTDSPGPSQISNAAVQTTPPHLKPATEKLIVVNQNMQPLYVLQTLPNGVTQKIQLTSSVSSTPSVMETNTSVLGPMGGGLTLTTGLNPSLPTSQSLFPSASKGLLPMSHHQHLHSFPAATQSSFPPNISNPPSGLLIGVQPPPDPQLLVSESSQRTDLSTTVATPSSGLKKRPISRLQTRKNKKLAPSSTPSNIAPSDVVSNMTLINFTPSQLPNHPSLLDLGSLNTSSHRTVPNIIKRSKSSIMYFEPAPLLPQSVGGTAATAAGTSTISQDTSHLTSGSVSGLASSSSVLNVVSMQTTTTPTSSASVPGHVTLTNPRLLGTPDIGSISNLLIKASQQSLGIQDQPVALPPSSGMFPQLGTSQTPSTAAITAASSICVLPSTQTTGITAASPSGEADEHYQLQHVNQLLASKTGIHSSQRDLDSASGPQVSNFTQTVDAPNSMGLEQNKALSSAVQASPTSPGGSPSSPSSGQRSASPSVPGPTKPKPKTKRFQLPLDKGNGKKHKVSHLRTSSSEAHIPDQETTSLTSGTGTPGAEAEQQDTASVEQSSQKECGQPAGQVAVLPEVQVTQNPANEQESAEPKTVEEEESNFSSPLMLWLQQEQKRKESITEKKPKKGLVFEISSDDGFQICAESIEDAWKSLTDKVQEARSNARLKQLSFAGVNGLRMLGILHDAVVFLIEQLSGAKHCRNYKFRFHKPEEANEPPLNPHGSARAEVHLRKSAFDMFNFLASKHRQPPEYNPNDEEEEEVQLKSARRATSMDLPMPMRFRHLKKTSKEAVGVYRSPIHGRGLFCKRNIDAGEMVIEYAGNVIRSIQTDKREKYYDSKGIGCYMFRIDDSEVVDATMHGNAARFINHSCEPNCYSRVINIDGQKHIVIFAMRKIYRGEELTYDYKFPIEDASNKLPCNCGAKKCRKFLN
#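 Fluorescence polarization: 7 uM MLL-CXXC (stock) preincubated 5 min with compounds, then 50 nM fluorescein-HOX-A9 DNA (stock) added; 30 min ambient. Buffer 50 mM Tris-HCl pH 7.5, 50 mM NaCl, 1 mM DTT, 0.05% BSA.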
# KCNH2 3.1 inh: blocks the human KCNH2 3.1 channel isoform; U2OS KCNH2 3.1, thallium flux FluxOr; active compounds read low; activity change, % (tested at about 1.8 µM); actives 0.95% (n = 340,000);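 active means maximum activity change below -70%; inconclusive means maximum activity change from -70% to -50%; inactive means maximum activity change above -50%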;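 further: thallium influx rate constant from kinetic fluorescence after stimulation buffer; on the % scale 0 is the no-effect control and ±100 the full control effect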
#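 Thallium flux read-out: FluxOr dye with Red40 quencher in HBSS/HEPES, 45 min at RT. Rate constants from kinetic reads were normalized to positive and negative DMSO controls. Cells: U2OS virally expressing the 3.1 isoform.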
# The depositor's hits bear a star; i = inactive; ? = inconclusive; . = not tested or not shown; & = joins results of further samples; [ ] = dose if it differs, or a comment. Unless noted, the call rests on the fitted dose curve; in most records, active means well fitted curve in the direction sought with a large enough effect; inconclusive means small, poorly fitted or top-dose-only effect, or another doubt; inactive means no such curve, though single readings can be large; an effect the other way counts as inactive or inconclusive.
canonical_smiles	MLL CXXC-DNA inh	MBNL1-CUG inh	GALK inhibitor	Integrin act MD	TRPV1 agonist	ASM inhibitor	A-T KAP1 phos	Coupling enz	KCNH2 WT inh	KCNH2 3.1 inh
Cc1ccc(NC(=O)Cn2nc(C(=O)O)c3ccccc3c2=O)cc1S(=O)(=O)N1CCOCC1	.	.	.	-10%	0	-8%	-1%	.	3	-3
O=C(CSc1nnc(NC(=O)C2CCC2)s1)Nc1ccccc1F	-1%	4%	-4%	-1%	0	-2%	-2%	-2	-8	0
CC(=O)c1c(N2CCN(Cc3ccc4c(c3)OCO4)CC2)nc(=S)n(-c2ccccc2)c1C	2%	-5%	3%	-26%	10	0%	-26%	-3	-3	-9
O=C(Cc1ccccc1)CC1(O)C(=O)Nc2ccccc21 (configuration not stated)	4%	5%	1%	-21%	-3	2%	-1%	0	-21	16
CCC1C(=O)N=C(SCC(=O)Nc2nc3ccccc3s2)NC1=O (configuration not stated)	-8%	-8%	1%	-21%	-3	1%	-3%	-2	12	4
Cc1cc(=O)[nH]c(SCC(=O)N2C(C)CCCC2C)n1 (configuration not stated)	8%	-1%	-1%	14%	1	1%	13%	-1	0	-17
N#Cc1ccc(/C=C(\C(=O)C(=O)O)c2ccc3ccccc3n2)cc1	-1%	7%	-2%	?	1	348%[activator]	14%	1	5	-3
COCCN(C(=O)CCC(=O)Nc1cc(C)on1)C(C(=O)NC(C)(C)C)c1ccccc1Cl (configuration not stated)	8%	-11%	-2%	16%	-1	-1%	2%	1	-2	31
Cc1ccccc1OCC(=O)Nc1nnc(-c2ccncc2)s1	11%	.	-1%	19%	0	21%	-3%	3	-7	7
COc1ccc(C2C=C(c3ccccc3)Nc3ncnn32)cc1 (configuration not stated)	13%	23%	-1%	-10%	3	46%[activator]	-2%	3	-11	3
COC(=O)C1=C(C)N(Cc2ccccc2)C(=NCc2cccc(C(F)(F)F)c2)N[C@H]1c1cccc(F)c1	141%&114%[activator]	-6%&-7%	.	-47%[inhibitor]	21&6	?	-17%&0%	-2&3	-7	20
COc1ccccc1C1NC(=O)NC(C)=C1C(=O)Nc1cccc(C)c1C (configuration not stated)	3%	-8%	1%	0%	.	0%	9%	2	-7	11

# Record cards, from the list above.
# `O=C(Cc1ccccc1)CC1(O)C(=O)Nc2ccccc21` (configuration not stated) as listed: MLL CXXC-DNA inh: 4%; MBNL1-CUG inh: 5%; GALK inhibitor: 1%; Integrin act MD: -21%; TRPV1 agonist: -3; ASM inhibitor: 2%; A-T KAP1 phos: -1%; Coupling enz: 0; KCNH2 WT inh: -21; KCNH2 3.1 inh: 16
# `COc1ccc(C2C=C(c3ccccc3)Nc3ncnn32)cc1` (configuration not stated) as listed: MLL CXXC-DNA inh: 13%; MBNL1-CUG inh: 23%; GALK inhibitor: -1%; Integrin act MD: -10%; TRPV1 agonist: 3; ASM inhibitor: 46%[activator]; A-T KAP1 phos: -2%; Coupling enz: 3; KCNH2 WT inh: -11; KCNH2 3.1 inh: 3

# Later entries
canonical_smiles	MLL CXXC-DNA inh	MBNL1-CUG inh	GALK inhibitor	Integrin act MD	TRPV1 agonist	ASM inhibitor	A-T KAP1 phos	Coupling enz	KCNH2 WT inh	KCNH2 3.1 inh
Cc1ccc(C2=[N+]([O-])C3(CCCCC/C3=N\NC(N)=O)N(O)C2(C)C)o1 (configuration not stated)	20%	2%	2%	-6%	-1	1%	-1%	3	0	8
Cc1ccc(S(=O)(=O)NCCOC(=O)Nc2sc(=S)n(C)c2C)cc1	-11%	4%	2%	-19%	0	5%	.	0	-3	13
Cc1ccc(NC(=O)CNS(=O)(=O)c2cccs2)cc1F	6%	4%[11.5 µM]	.	-14%	?	-4%	2%	-9	2	-8
COc1ccc(NC(=O)C2CCCN(S(=O)(=O)c3cccnc3)C2)cc1 (configuration not stated)	-4%	-3%	0%	-22%	17	3%	4%	0	-5	0
NC(=O)c1cc([N+](=O)[O-])c(Cl)cc1NCc1ccccn1	.	.	.	6%	5	-3%	-18%	.	0	-23
COc1ccc(-c2nnc(SCC(=O)NC(C)c3ccccc3)o2)cc1OC (configuration not stated)	-4%	-2%	5%	2%	-2	-3%	7%	0	-3	-1
C/C(=N/NC(=O)CNC(=O)Cc1ccccc1)c1ccc(Cl)cc1	-7%	3%	-2%	-3%	2	0%	-11%	-1	-3	4
O=[N+]([O-])c1ccc(OCCCCN2CCc3ccccc3C2)cc1	-11%	?	3%	-37%	1	-3%	0%	0	-16	-71*
CCOC(=O)C(/C(C)=N/NC(=O)c1ccccc1[N+](=O)[O-])C(C)C (configuration not stated)	-4%	13%	-1%	15%	9	-1%	-3%	0	0	-83*
Cc1ccc(-n2nc3cc(C)c(NC(=O)c4cccnc4)cc3n2)cc1	21%	-4%	2%	2%	0	9%	.	0	-4	12
O=C(/C=C/c1ccc([N+](=O)[O-])cc1)Nc1cccnc1	16%	?	-6%	15%	.	2%	-2%	-2	-5	-2
Cc1ccc2c(c1)C(=O)CC1(CCCC1)O2	2%	0%	-1%	12%	4	3%	6%	6	2	-3
CC(=O)Nc1ccc(NS(=O)(=O)c2cn(C)c(=O)n(C)c2=O)cc1	-1%	-1%	0%	16%	1	6%	5%	2	4	-7
Clc1cccc(NCc2nnc(SCc3ccccc3)o2)c1	-3%	14%	-2%	8%	1	-8%	2%	0	-5	-2
C=C(C)c1cccc(C(C)(C)NC(=O)N2CCN(c3ccccn3)CC2)c1	-3%	-4%	0%	-7%	8	6%	6%	-1	-13	-7
CCC(C)N(C(=O)CSc1ccc(NC(C)=O)cc1)C1CCS(=O)(=O)C1 (configuration not stated)	3%	-9%	0%	16%	-2	-1%	1%	-3	-15	8
COc1ccc(/C=C/c2nc(S(=O)(=O)c3ccccc3)c(N(C)C)o2)cc1OC	?	14%	-3%	34%	2	.	1%	.	29	-22
N/C(=N\N=C\c1ccnc2ccccc12)SC1CC(=O)N(c2ccc(Br)cc2)C1=O (configuration not stated)	0%	-3%	1%	15%	-4	-3%	5%	3	4	3
N=c1c2c(ncn1Cc1ccco1)Oc1ccc3ccccc3c1C2c1ccccc1 (configuration not stated)	42%[activator]	.	-2%	-59%[inhibitor]	?	-18%	-3%	-1	12	-15
C/C(CCC(C)C)=N\NC(=O)COc1ccccc1-c1ccccc1	-12%	-3%	7%	-23%	-3	0%	-7%	-1	1	-14
O=C(NC1CCCCC1)C(c1ccco1)N(C(=O)c1csnn1)c1cccc(Cl)c1 (configuration not stated)	11%	-7%	0%	6%	?	-5%	-5%	1	0	-30
COCC(C)n1c(C)cc(C(=O)CSc2cc(C)c3ccccc3n2)c1C (configuration not stated)	15%	-5%	0%	-39%	4	-4%	8%	0	18	-2
COC(=O)c1ccc(CNC(=O)CCNC(=O)c2ccco2)cc1	.	.	.	?	1	-1%	-1%	.	-4	5
Cc1ccc2c(C)c(C(=O)NCCc3ccco3)oc2c1C	8%	-2%	1%	-5%	?	24%	21%	.	-1	-8
N#CC1=C(SCc2ccccc2)NC(=O)CC1c1ccco1 (configuration not stated)	2%	0%	-1%	-23%	0	-1%	14%	-4	0	5
CCOC(=O)C1=C(C)NC(C)=C(C(=O)OCC)C1C(=O)OCC(=O)N1CC(C)OC(C)C1 (configuration not stated)	.	.	.	18%	-4	57%[activator]	-9%	.	8	5
O=C(N=C1c2ccccc2CN1c1ccc(F)cc1)c1ccc(Cl)nc1	-7%	9%	0%	11%	-4	-2%	-1%	2	-13	-16
CCOc1cc(C(=O)NCC2CCCO2)cc(OCC)c1OCC (configuration not stated)	4%	2%	0%	-5%	-2	4%	5%	4	-1	7
CCOC(=O)C1(C)C=C(Nc2ccc(NC(C)=O)cc2)C(=O)N1c1ccc(NC(C)=O)cc1 (configuration not stated)	8%	.	7%	9%	0	0%	-8%	2	5	6
COc1ccc(CNC(=O)[C@H](Cc2ccccc2)NC(=O)C2CCN(C(=O)[C@H](C)N)CC2)cc1	-2%	12%	.	10%	1	0%	-4%	3	1	-11
CCOc1ccccc1C1C(C#N)=C(N)SC(N)=C1C#N	-22%	80%[activator]	-2%	11%	5	5%	3%	-31*	-10	0
COc1ccc(CNC(=O)CN(C(=O)CCC(=O)Nc2ccccn2)c2cccc(C)c2)cc1	0%	-9%	1%	-33%	-1	8%	16%	-3	i	12
CN(c1ccccc1C(=O)Nc1cccc([N+](=O)[O-])c1)S(C)(=O)=O	7%	?	0%	-5%	1	0%	6%	1	-15	3
CC(C)NC(=O)c1onc(CSc2ccncc2)c1C(=O)NC(C)C	.	.	.	-32%	.	2%	.	.	4	8
Cc1ccc(-n2nc(C(=O)NCc3ccc(C)o3)c3c4ccccc4n(C)c3c2=O)cc1	-3%	-3%	1%	-2%	12	-15%	-4%	-4	6	-15
C=CCn1c(SCC(=O)Nc2cccnc2Cl)nnc1-c1ccccc1F	3%	2%	-5%	19%	7	7%	19%	-1	2	-3
